Screening data deposited in PubChem by several laboratories.
NR2E3 ag-1 = inhibitors of NR2E3-RetCOR corepressor binding, primary screen, NR2E3 agonist project, biochemical, TR-FRET, GST-NR2E3, biotin-RetCOR; 1536-well; AID 2300, 2010; inhibition of corepressor binding, % at 4.78 µM; 320,000 compounds, 0.12% hits; Photoreceptor-specific nuclear receptor (Homo sapiens), Q9Y5X4;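 active means percent inhibition above the cutoff of mean plus 3 SD of all tested compounds, set per screening campaign, cut at about 20% in these data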;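 further: 0% = DMSO wells and 100% = biotin wells as full block of FRET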
Target sequence (Q9Y5X4 whole entry, looked up): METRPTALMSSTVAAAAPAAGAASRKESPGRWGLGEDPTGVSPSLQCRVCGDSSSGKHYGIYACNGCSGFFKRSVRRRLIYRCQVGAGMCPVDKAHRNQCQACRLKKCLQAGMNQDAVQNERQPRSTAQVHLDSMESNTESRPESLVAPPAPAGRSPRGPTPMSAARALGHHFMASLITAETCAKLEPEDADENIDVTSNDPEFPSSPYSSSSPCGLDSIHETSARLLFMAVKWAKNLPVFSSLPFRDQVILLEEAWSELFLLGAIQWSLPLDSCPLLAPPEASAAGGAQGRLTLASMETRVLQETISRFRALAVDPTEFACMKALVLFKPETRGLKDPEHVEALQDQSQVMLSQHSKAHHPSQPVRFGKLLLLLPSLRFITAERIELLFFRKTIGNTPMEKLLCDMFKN
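Test system – NR2E3–RetCOR corepressor complex · Quantity – NR2E3 fusion 1.35 nM · Buffer or medium – Tris pH 7.5 · Incubation – Compound–protein incubation for 5 h at 4 °C · Technique – TR-FRET, Eu(K)-anti-GST donor, streptavidin-D2 acceptor, ex 340, em 617/671 nm · Evaluation – percent inhibition of 671/617 nm emission ratio versus biotin and DMSO controls · Plate – 1536-well format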
hiPSC survival = enhancers of single-cell hiPSC survival, primary screen, ATPlite luminescence; 100% = ROCK inhibitor wells, 0% = DMSO; survival enhancement, % at 20 µM; 360,000 compounds, 0.044% hits; AID 602274, 2012; in the data active means survival enhancement above about 18%;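 further: cells exposed to compounds for 16 hours before the ATP read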
NR2E3 ag-2 = NR2E3 agonists in two-hybrid cells, primary screen, cell-based, luminescence, CHO-S, Gal4-NCOR/VP16-NR2E3; Photoreceptor-specific nuclear receptor (Homo sapiens), Q9Y5X4; luciferase; inhibition of corepressor binding, % at 3.98 µM; 360,000 compounds, 0.35% hits; AID 602229, 2012;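 active means inhibition above the mean of all tested compounds plus 3 SD, cut at about 70% in these data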;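 further: 0% = DMSO with NR2E3 transfected cells and 100% = cells lacking NR2E3 construct; higher means lower luciferase signal from less NR2E3 corepressor binding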
KKLEB tox = cytotoxicity in KKLEB CF airway cells, primary screen, cytotoxicity control for CF NF-kB inhibitor project, cell-based, uHTS, fluorescence assay plates; activity change (cytotoxicity), % at 5 µM; KKLEB CF airway cells viability, ATPlite luminescence, overnight; stronger effect = lower value; cells stimulated with P. aeruginosa culture filtrate; 360,000 compounds, 0.36% hits; AID 602141, 2011;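 active means corrected activity change at or below -50% at 5 µM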
aDG glyco act = activators of alpha-DG glycosylation, primary screen, uHTS, Pro5-aDG cells, AlphaScreen; alpha-DG glycosylation AlphaScreen (IIH6); 0% Pro5, 100% B10-LARGE cell signal; activation, % at 10 µM; 360,000 compounds, 0.22% hits; AID 624168, 2012;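 active means activation of at least 8% versus controls, or a plate z-score of at least 8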;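 further: Pro5 are CHO cells carrying HIG-tagged alpha-DG that lacks glycosylation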
Shn3 inh set2 = reduction of Shn3 3'UTR firefly luciferase signal, primary screen, Schnurri-3 inhibitor project, cell-based, Clone20 osteoblasts, set 2 | inhibition, % at 12.5 µM | AID 588674, 2011 | 360,000 compounds, 0.52% hits | Clone20 osteoblast Shn3 3'UTR firefly luciferase, 24 h;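 active means mean inhibition of at least 75% with every replicate also reaching 75%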;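 further: 0% = median of neutral control wells and 100% = pilot-screen positive control compound; some compounds past the cut are filed as inactive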
HIF-2a block = HIF-2a reporter inhibitors, primary screen, luminescence, 786-0 RCC cells | 786-0 RCC cells HIF-2a reporter, luciferase luminescence, overnight | inhibition, % at 18.8 µM | 360,000 compounds, 0.72% hits;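 active means inhibition of the luminescence signal of 40% or more relative to plate controls, in a single-dose primary screen at 18.75 µM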
TWEAK-Fn14 inh = inhibitors of TWEAK-Fn14 signaling, primary screen, luciferase reporter cells, uHTS; TWEAK-stimulated Fn14 reporter cells, luciferase luminescence, 8 h; 360,000 compounds, 2% hits; AID 1159606, 2016; inhibition, % at 10 µM; in the data active means inhibition above about 50%
Peg3 promoter = Peg3 promoter-driven luciferase inhibitors, primary screen, cell-based, HeLa, luciferase luminescence. HeLa PEG-Prom luciferase reporter, overnight. inhibition, % at 20 µM. 360,000 compounds, 1.7% hits;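 active means inhibition of at least 50% at 20 µM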
MITF TRPM1 inh = inhibitors of MITF-dependent TRPM1 promoter reporter, primary screen, cell-based, SK-MEL-5, single point, luciferase; SK-MEL-5 TRPM1 promoter luciferase, 24 h; inhibition, % at 12.5 µM; 330,000 compounds, 0.83% hits; AID 488899, 2010;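 active means mean inhibition across replicates of 60% or more, whatever share of single replicates reaches that level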; further: values of inactives mirror those of a sister screen read the other way
CF NFkB inh = inhibitors of PAF-induced NF-kB signaling, primary screen, cell-based, GFP fluorescence, uHTS | KKLEB NF-kB-GFP reporter, GFP fluorescence overnight | inhibition, % at 5 µM | 360,000 compounds, 0.86% hits;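 active means at least 50% inhibition at 5 µM, scaled per plate between neutral and stimulator controls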;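 further: PAF is a Pseudomonas aeruginosa culture filtrate used as stimulus; plate controls were PAF-stimulated DMSO wells for no effect and unstimulated DMSO wells for full effect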
* = called active by the depositor; · = not tested or not shown.

canonical_smiles,NR2E3 ag-1,hiPSC survival,NR2E3 ag-2,KKLEB tox,aDG glyco act,Shn3 inh set2,HIF-2a block,TWEAK-Fn14 inh,Peg3 promoter,MITF TRPM1 inh,CF NFkB inh
c1ccc(P(c2ccccc2)c2ccccn2)cc1,-2.0,-0.4,21.9,11.7,0.0,-9.3,9.4,-0.7,5.4,-2.5,-21.9
CC(=O)OC1C=CC2[C@H]3Cc4ccc(O)c5c4[C@@]2(CCN3C)C1O5 (some centres not stated),·,1.9,-18.1,8.0,0.2,6.4,12.8,-8.9,-2.2,0.6,-7.5
Clc1ccc(C2NCCc3[nH]cnc32)cc1 (configuration not stated),2.9,0.6,-15.2,-26.0,0.3,13.5,4.7,2.6,-2.0,-2.1,3.7
Fc1cccc(C2NCc3ccccc3-n3cccc32)c1 (configuration not stated),0.0,-0.7,-7.9,-4.3,0.1,0.4,8.6,-4.8,-5.4,-14.8,1.3
CCn1cc(C=C2C(=O)N(C)C(=O)N(C)C2=O)c2ccccc21,1.4,2.0,-20.1,4.0,-0.1,-1.0,11.8,-12.9,23.0,27.6,-29.7
COCCNC(=O)c1c(NC(=O)c2ccco2)n(Cc2ccccc2)c2nc3ccccc3nc12,-0.3,-0.2,-34.2,-8.8,0.3,8.7,4.3,40.5,19.3,17.0,16.3
CC(=O)N(C1=NCCCS1)c1ccccc1F,4.7,0.0,-8.0,-2.9,0.1,3.0,12.0,14.4,-3.5,6.7,6.2
CC(=O)c1c(O)n(C2CCCCCC2)c(=O)[nH]c1=O,3.2,-0.2,3.0,5.0,-0.3,-14.8,-3.1,-3.3,0.7,1.2,3.7
Cn1c(=O)cc(SCC(=O)N2CCC3(CC2)OCCO3)c2ccc(Cl)cc21,-23.6,4.5,18.8,-1.3,-0.2,-15.1,6.7,-4.4,-10.2,-2.5,-54.0
Nc1ccccc1C(=O)OCC(=O)c1ccc2c(c1)OCCO2,-0.1,-3.6,-75.1,5.1,0.1,-56.1,-130.0,15.8,-167.6,-29.0,-14.1

Look-ups from the list:
For CF NFkB inh, `CCn1cc(C=C2C(=O)N(C)C(=O)N(C)C2=O)c2ccccc21` reads -29.7
For TWEAK-Fn14 inh, `CC(=O)N(C1=NCCCS1)c1ccccc1F` reads 14.4

Other results
canonical_smiles,NR2E3 ag-1,hiPSC survival,NR2E3 ag-2,KKLEB tox,aDG glyco act,Shn3 inh set2,HIF-2a block,TWEAK-Fn14 inh,Peg3 promoter,MITF TRPM1 inh,CF NFkB inh
Cc1ccccc1-n1c(O)c(/C=C2/C(c3ccccc3)=Nc3ccccc32)c(=O)[nH]c1=O,-0.3,2.3,-75.0,-10.9,0.2,-13.6,63.5*,55.6*,-42.6,-1.3,31.1
COC(=O)C(O)(c1c[nH]c2ccccc12)C(F)(F)F (configuration not stated),1.1,-2.5,11.3,-18.0,0.8,1.4,4.8,-6.9,17.3,17.6,-26.4
COc1ccccc1OCCCn1cc(C(=O)c2ccco2)c2ccccc21,-1.6,-2.2,-119.5,3.8,0.1,-2.1,-114.8,33.6,-73.0,-14.1,0.8
CN(CCc1ccccc1)Cc1ccccc1[N+](=O)[O-],5.6,-0.6,-2.9,6.8,0.0,1.9,-37.3,-33.0,-12.7,-14.4,-11.5
O=C(NCC1=C(c2cccc3ccccc23)C[C@@H]2CC[C@H]1N2Cc1ccco1)c1ccc([N+](=O)[O-])cc1,·,-2.1,-48.4,-8.5,-0.3,26.8,-6.4,9.7,7.0,·,32.0
COC(=O)C1=C(c2ccc(OC)c(OC)c2)C[C@@H]2CC[C@H]1N2C(=O)NCCO,-2.3,-2.4,9.6,-12.5,0.0,7.0,6.9,-1.6,5.5,4.0,11.8
COc1ccc(CCC(=O)N2C[C@H]3C[C@@H](C2)c2cccc(=O)n2C3)cc1,-2.4,-0.8,5.1,16.2,-0.5,10.0,10.2,-8.0,-2.0,3.0,-29.5
COc1ccc(-n2c(Cc3cccc([N+](=O)[O-])c3)nc3ccccc3c2=O)cc1,-1.6,1.5,6.7,1.7,0.1,8.9,13.5,22.0,12.6,-6.6,10.1
COC1=C[C@@H]2[C@@H]3Cc4ccc(OC)c(O)c4[C@]2(CCN3C)CC1=O,·,0.0,-42.9,-8.0,-0.2,-18.9,3.7,2.1,4.2,8.6,-1.2
O=c1[nH]c(CN2CC=C(c3ccccc3)CC2)nc2scc(-c3cccs3)c12,-2.4,0.1,-21.9,0.9,0.3,13.3,14.8,2.7,14.9,4.3,-7.3
Cc1ccc(C)c(CN2CCC(n3nnc4cc(F)ccc43)CC2)c1,5.2,-1.6,12.1,-11.3,-0.1,-26.0,5.7,-11.8,28.0,8.6,15.1
O=c1[nH]c(=O)n(-c2cccc3ccccc23)c(O)c1C=NCc1ccc2c(c1)OCO2,-6.5,-1.4,0.2,-10.1,0.1,6.7,15.2,2.7,9.7,10.6,13.6
CCCCCn1c(=O)c(C(=O)Nc2ccccn2)c(O)c2ccccc21,5.1,-0.5,-16.0,-0.2,2.2,71.2,14.2,41.5,20.3,3.8,2.7
O=S(=O)(c1ccc(F)cc1)N1CCCCC1c1cccnc1 (configuration not stated),0.9,0.1,-1.0,10.9,-0.1,-8.7,9.0,7.2,5.2,3.9,6.6
O=C(CCCc1ccc(N(CCCl)CCCl)cc1)NCc1ccccc1,·,-1.5,-75.0,2.4,-0.1,-23.4,-1.2,2.5,6.2,·,14.6
O=C(O)c1cn(Cc2ccccc2)nc1-c1ccccc1,-1.3,-0.1,4.0,4.2,-0.1,-6.5,2.4,15.3,5.3,16.4,-0.7
COc1ccccc1OCC#CCN1CCCCCC1,0.7,-0.3,-13.6,0.0,-0.3,13.9,7.4,-9.7,-1.1,18.3,10.4
CC1=C2C(=O)C3C(CC=C4CC(OC5OC(O)C(O)C(O)C5CO)CCC43C)C2CCC12OC1CC(C)CNC1C2C (configuration not stated),-1.1,-0.2,-23.5,1.3,-0.1,·,6.5,16.6,-7.2,0.7,7.6
CC(=O)NCC1=C(c2cccc3ccccc23)C[C@@H]2CC[C@H]1N2Cc1ccco1,·,1.7,-13.9,-7.1,0.2,1.5,6.9,4.8,13.8,·,8.2
O=C(CCN1CC2CCC(CC2)C1)c1cccs1,·,-1.1,-23.0,-1.0,2.2,-0.3,16.5,11.6,-0.7,-5.1,9.0
c1ccc(CNC2CN3CCC2CC3)cc1 (configuration not stated),·,0.5,-14.5,9.1,-0.1,4.9,8.5,-9.8,2.1,-3.9,-11.7
COc1ccc(S(=O)(=O)N2CC3CC(C2)c2cccc(=O)n2C3)cc1 (configuration not stated),-0.6,-0.2,4.5,13.7,2.3,-2.5,16.7,-0.5,10.9,-0.5,-17.2
Cc1cccn2c(=O)c3c(nc12)N1CCCCC1C1(C3)C(=O)N(C)C(=O)N(C)C1=O (configuration not stated),1.8,0.1,16.0,-0.3,-0.1,5.5,19.7,6.7,10.2,·,9.5
COc1cc(C=C2C(=O)NC(=O)NC2=O)ccc1O,3.1,-0.4,-12.1,-2.2,0.1,3.2,11.4,1.3,-7.4,-10.5,3.1
COc1ccc(C(c2nnnn2-c2ccc(OC)cc2)N2CCC(n3c(=O)[nH]c4ccccc43)CC2)cc1 (configuration not stated),·,0.0,35.9,-39.3,-0.8,7.4,-19.8,38.5,67.9*,·,92.2*
COC(=O)C1=C(c2ccccc2)C[C@@H]2CC[C@H]1N2C(=O)N1CCC(C)CC1,1.7,0.2,6.8,-5.6,0.5,-0.3,5.4,-4.6,0.4,8.2,-8.9
COC(=O)C1=C(c2ccc(OC(F)(F)F)cc2)C[C@@H]2CC[C@H]1N2C(=O)N1CCCC1,2.5,-1.2,30.8,-31.4,0.3,62.4,3.9,3.8,19.4,8.7,28.6
CN(C)CCSC1c2ccccc2CSc2ccccc21 (configuration not stated),-2.0,-0.6,-3.5,-12.4,0.0,1.6,8.2,12.9,9.3,·,24.1
O=C(O)C(O)(c1ccccc1)C1CCCC1 (configuration not stated),1.0,-1.5,-20.2,5.1,-0.3,13.0,9.4,-1.3,11.9,-12.2,9.5
CC(Cc1ccccc1)[n+]1cc(/N=C(\N)[O-])on1 (configuration not stated),4.5,-0.8,1.9,-2.1,-0.1,7.2,18.4,-5.9,8.7,2.5,-9.7
CC(=O)N1CC(=O)Nc2ccc(Cl)cc2C1c1ccc(F)cc1 (configuration not stated),5.8,-1.3,-7.0,3.5,-0.1,1.4,6.9,22.4,10.4,1.6,-10.3
O=c1c2ccccc2nc(/C=C/c2ccc(O)cc2)n1-c1cccc(O)c1,0.2,-2.2,16.1,21.3,-0.1,-18.3,3.3,0.1,24.6,9.8,5.3
CC1(CCO)C(=O)NC(=S)NC1=O,·,-0.2,-13.9,-1.8,0.4,-19.8,12.8,6.0,1.6,4.2,24.1
C#C[C@]1(O)CCC2C3C(CC[C@@]21C)[C@@]1(C)CC[C@@H](O)CC1=C[C@H]3O (some centres not stated),·,-2.4,2.4,14.4,-0.3,8.4,9.4,-3.1,2.2,-1.7,4.6
COc1ccc(-n2nnnc2C(c2ccccc2OC(F)(F)F)N2CCC3(CC2)C(=O)NCN3c2ccccc2)cc1 (configuration not stated),·,0.2,0.1,-3.2,-0.1,-5.4,-13.1,45.8,56.5*,·,5.2
Cc1cccc(NP2(=O)NCCCN2)c1,·,-1.4,-36.9,15.3,0.3,-8.4,6.8,13.1,-4.2,2.9,-4.1
CC(C)NS(=O)(=O)c1ccc(OCC(=O)N2CCN(Cc3ccccc3)CC2)cc1,0.5,2.8,40.9,-13.9,-0.1,-1.5,-3.6,21.7,5.2,14.7,24.3
C[C@@H]1CN([C@H](C)CO)C(=O)CCCn2nncc2CO[C@H]1CN(C)C(=O)Oc1ccccc1,·,-2.5,-24.4,-7.5,0.0,-24.0,4.0,-0.4,-4.9,·,6.5

An excerpt; rates above refer to the full screens.
